Screening results (PubChem)
POLK inh: DNA polymerase kappa (human) inhibition; Q9UBT6; purified Pol kappa, fluorescent DNA synthesis assay, 10 min; Potency, µM (titrated, usually from 107 µM), inactives show at the top dose activity, negative = inhibition, usual class: inhibitors; hit rate 0.53% among 400,000; AID 588579; note: % is set by controls: 0 for no effect and ±100 for the full control effect
Target sequence (Q9UBT6 whole entry, looked up): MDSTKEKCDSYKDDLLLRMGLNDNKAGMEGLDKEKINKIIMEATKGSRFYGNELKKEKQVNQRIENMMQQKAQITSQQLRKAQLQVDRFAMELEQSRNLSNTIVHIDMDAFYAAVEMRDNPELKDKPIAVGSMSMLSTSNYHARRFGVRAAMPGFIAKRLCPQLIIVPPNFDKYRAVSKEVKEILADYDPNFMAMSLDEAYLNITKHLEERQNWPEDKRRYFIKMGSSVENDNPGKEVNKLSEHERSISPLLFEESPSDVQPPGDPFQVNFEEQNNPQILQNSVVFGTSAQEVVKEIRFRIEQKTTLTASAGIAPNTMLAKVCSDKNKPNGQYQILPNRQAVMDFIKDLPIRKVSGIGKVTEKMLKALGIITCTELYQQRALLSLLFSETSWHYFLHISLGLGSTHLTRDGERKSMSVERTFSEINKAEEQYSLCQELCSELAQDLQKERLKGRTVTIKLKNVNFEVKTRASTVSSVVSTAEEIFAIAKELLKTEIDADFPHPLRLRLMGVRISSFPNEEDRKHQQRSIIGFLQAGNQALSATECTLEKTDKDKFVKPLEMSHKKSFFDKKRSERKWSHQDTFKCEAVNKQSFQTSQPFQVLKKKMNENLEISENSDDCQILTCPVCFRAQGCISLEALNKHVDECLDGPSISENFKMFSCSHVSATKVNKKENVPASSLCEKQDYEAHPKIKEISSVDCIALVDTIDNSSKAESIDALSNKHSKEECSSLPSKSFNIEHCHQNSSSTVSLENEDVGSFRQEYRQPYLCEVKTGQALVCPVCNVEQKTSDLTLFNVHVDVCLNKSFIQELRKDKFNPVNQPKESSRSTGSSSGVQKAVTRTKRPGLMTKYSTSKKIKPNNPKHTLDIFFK
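10 nM Pol kappa was preincubated with compounds for 15 min at room temperature. Reaction started with 50 nM (final) substrate. Fluorescence read kinetically at 0 and 10 min.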
BAZ2B block: blocks human BAZ2B; Q9UIF8; AlphaScreen BAZ2B-H3K14Ac peptide displacement; Potency, µM (top dose mostly 114 µM), for the others: at the top dose activity change, negative = inhibition, most hits filed as inhibitors; hit rate 4.4% among 360,000; AID 504333; note: % is set by controls: 0 for no effect and ±100 for the full control effect; nearly all actives have a fitted effect of over 60% in size
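In this displacement format the biotinylated H3(5-23) peptide acetylated at Lys14 serves as ligand at 50 nM, with BAZ2B at 50 nM in PBS pH 7.4 containing 0.01% Tween-20. Donor and acceptor beads are 10 ug/mL final.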
Pol beta inh: DNA polymerase beta (human) inhibition | Pol beta primer extension/strand displacement, fluorescence kinetic | Potency, µM (top dose mostly 114 µM), inactives show at the top dose activity change, negative = inhibition, usual class: inhibitors | P06746 | AID 485314 | hit rate 1.3% among 340,000; note: % is set by controls: 0 for no effect and ±100 for the full control effect
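Pol beta (10 nM) and compounds were preincubated 15 min at room temperature, then 50 nM substrate (final) started primer extension/strand displacement. Reads were taken at 0 and 10 min; concentration-response data were fitted to a four-parameter Hill equation.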
BLM inh: inhibitors of human Bloom syndrome helicase BLM; recombinant BLM DNA unwinding, fluorescence dequenching; hit rate 0.2% among 350,000; Potency, µM (series often up to 56.1 µM), for inactives: at the top dose activity change, negative = inhibition, actives largely listed as inhibitors; P54132;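 note: plate controls were vehicle for no effect and no enzyme for full effect; nearly all actives have a fitted effect of over 35% in size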
Pol iota inh: DNA polymerase iota (human) inhibition; Pol iota fluorescent replication assay, 10 min; Potency, µM (titrated, usually from 115 µM), for the others: top-dose activity, negative = inhibition, usual class: inhibitors; hit rate 1% among 390,000
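Pol iota at 10 nM preincubated 15 min with compounds at room temperature; reaction started with fluorescent substrate, 50 nM final. Fluorescence read kinetically at 0 and 10 min; buffer-only wells as negative control.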
Anesthetic bind: binds horse apoferritin like a general anesthetic. P02791. apoferritin/1-aminoanthracene competitive binding, fluorescence. Potency, µM (titrated, usually from 77.5 µM), inactives show top-dose activity change, negative = displacement, usual class: inhibitors. hit rate 0.074% among 350,000; note: % is set by controls: 0 for no effect and ±100 for the full control effect; nearly all actives have a fitted effect of over 20% in size
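Horse-spleen apoferritin (10 uM) was mixed with 50% saturated 1-aminoanthracene in PBS, exposed to compounds for 10 min at room temperature, and read for fluorescence (ex 380 nm, em 535 nm). Competitive displacement was fitted with a four-parameter Hill equation.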
APEX1 inh: inhibitors of human APE1 endonuclease. hit rate 0.35% among 350,000. AID 2517. P27695. recombinant APE1, TAMRA/BHQ-2 abasic DNA cleavage fluorescence. Potency, µM (highest dose often 65.8 µM), for inactives: at the highest dose activity change, negative = inhibition, usual class: inhibitors;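 note: plate controls were vehicle for no effect and reference inhibitor for full effect; nearly all actives have a fitted effect of over 55% in size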
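Activity was derived from the fluorescence gain between first and third kinetic reads (60 s intervals, ex 525/em 598 nm) after 50 nM THF-abasic TAMRA/BHQ-2 duplex was added to 0.75 nM APE1 preincubated 15 min with compound.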
G9a block: inhibitors of human histone lysine methyltransferase G9a; Q96KQ7; G9a H3K9 monomethylation, AlphaScreen, 2 h; Potency, µM (series often up to 102 µM), for inactives: at the highest dose activity, negative = inhibition, usual class: inhibitors; hit rate 8.8% among 350,000; AID 504332; note: % is set by controls: 0 for no effect and ±100 for the full control effect; nearly all actives have a fitted effect of over 75% in size
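Step 1: enzyme (final 20 nM) with compound, 15 min RT. Step 2: substrate peptide 500 nM and SAM 20 uM, 2 h RT. Step 3: anti-H3K9me1 antibody and AlphaScreen beads, 10 min, then plate read.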
Pol eta inh: inhibitors of human DNA polymerase eta; hit rate 1.2% among 390,000; AID 588591; Potency, µM (titrated, usually from 114 µM), for the others: top-dose activity change, negative = inhibition, most hits filed as inhibitors; recombinant Pol eta, fluorescent DNA replication assay; note: % is set by controls: 0 for no effect and ±100 for the full control effect
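Pol eta at 10 nM preincubated with compounds 15 min at room temperature; reaction started with fluorescent substrate (50 nM final) and read kinetically at 0 and 10 min.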
* = called active by the depositor; ? = inconclusive; / = not tested or not shown; & = joins results of further samples; [ ] = another dose, or the depositor's remark. Calls come from the whole dose curve; as a rule, active = well fitted curve in the direction sought with a large enough effect; inconclusive = small, poorly fitted or top-dose-only effect, or another doubt; inactive = no such curve, though single readings can be large; an effect the other way counts as inactive or inconclusive. Potency is the fitted concentration of half-maximal effect. Some of the compounds tested (hit frequency here may not be typical).

APEX1 inh,POLK inh,Molecule,Anesthetic bind,BAZ2B block,G9a block,Pol iota inh,Pol beta inh,BLM inh,Pol eta inh
-5%,-7%,O=C(Nc1ccc(S(=O)(=O)N2CCc3ccccc32)cc1)c1ccco1,-10%,-5%,-48%[59 µM],29%,-3%,-10%,-22%
-4%,0%,O=C1N(Cc2cccc(Cl)c2)C[C@@H]2C[C@@H](c3cccn3-c3nccs3)N3CCC[C@@]123,-16%,-23%,-32%,23%,-18%,1%,-15%
-12%,-10%,O=C(Nc1ccccc1Cl)c1cc2ccccc2o/c1=N\O,-11%,6%,/,?,1%,-7%,?
-3%,-17%,O=[N+]([O-])c1ccc(O)c2cccnc12,-4%,?,?,81%[activator],2%,-5%,-16%
1%,-11%,Cc1ccc(Cn2c([N+](=O)[O-])cnc2C)cc1,6%,5%,57%[activator][59 µM],11%,1%,1%,-4%
/,-9%,COc1ccc(C(CNC(=O)Cc2ccc(Cl)cc2)N2CCOCC2)cc1 (configuration not stated),-7%,-2%,7%[59 µM],14%,-1%,-3%,-8%
12%,-11%,O=C(COc1coc(CN2CCc3ccccc3C2)cc1=O)Nc1ccc(Cl)cc1,/,-18%,-10%[0.501 µM],3%,/,/,?
-2%[120 µM],-5%[158 µM],C=CCC1CCC(=O)N2CCCC12 (configuration not stated),0%[253 µM],/,35%[135 µM],/,/,3%[120 µM],/
15%,-1%,Cc1c(Br)c([N+](=O)[O-])nn1C(C)C(=O)NCC1CCCO1 (configuration not stated),-3%,4%,/,48%[activator],16%,2%,2%
/,-7%,COc1ccccc1NC(=O)CSc1ncc2c(n1)-c1ccccc1N(Cc1ccccc1C)S2(=O)=O,-6%,-19%,0%[59 µM],-4%,3%,-6%,-11%
-5%,-7%,CN(CC(=O)N1CCc2ccccc21)S(=O)(=O)c1cccc2cccnc12,7%,0%,-46%,22%,-2%,2%,-22%
-1%,-8%,CC(C)Cc1csc(NC(=O)c2ccc(Cl)cc2)c1C(=O)O,-1%,1%,-10%[59 µM],-6%,0%,-2%,-19%
2%,9%,O=C(Nc1nc2cc3c(cc2s1)OCCO3)C1=COCCO1,-2%,-16%,22%,1%,-9%,2%,-8%
22%,-10%,COc1ccc2oc(C(=O)N3CCCc4ccccc43)c(C)c2c1,/,21%,6%,4%,/,/,-23%
13%,-7%,Cc1c(NS(=O)(=O)c2cc(C(=O)O)ccc2Cl)c(=O)n(-c2ccccc2)n1C,-5%,-1%,-5%,-12%,1%,-5%,-6%
1%,-12%,CCOc1ccccc1NC(=O)COC(=O)C(CC(C)C)N1C(=O)C2CC=CCC2C1=O (configuration not stated),3%,-5%,13%[59 µM],-2%,3%,-3%,-19%
0%,-15%,O=C(CSC1=NC(=O)C(c2ccccc2)C(=O)N1)Nc1ccccc1Cl (configuration not stated),-8%,-30%,-14%,-12%,0%,0%,-6%
/,9%,COc1ccc(NC(c2nnc(-c3ccccc3)o2)c2ccccc2F)cc1Cl (configuration not stated),0%,-38%,?,21%,-14%,-13%,-21%
-13%,-25%,CCCCC[C@@H]1C=C(C(=O)O)[C@H](c2ccc(CC)cc2)N1S(=O)(=O)c1ccc(C)cc1,/,/,/,?,/,/,-11%
0%,-9%,CCN(CC(=O)Nc1ccc(NC(C)=O)cc1)C(=O)c1cccnc1Sc1ccc(C)c(C)c1,/,4%,50µM*,34%[activator],/,/,-17%

3 of the entries above in order of their number in BLM inh, high to low.
APEX1 inh,POLK inh,Molecule,Anesthetic bind,BAZ2B block,G9a block,Pol iota inh,Pol beta inh,BLM inh,Pol eta inh
2%,9%,O=C(Nc1nc2cc3c(cc2s1)OCCO3)C1=COCCO1,-2%,-16%,22%,1%,-9%,2%,-8%
-1%,-8%,CC(C)Cc1csc(NC(=O)c2ccc(Cl)cc2)c1C(=O)O,-1%,1%,-10%[59 µM],-6%,0%,-2%,-19%
/,-7%,COc1ccccc1NC(=O)CSc1ncc2c(n1)-c1ccccc1N(Cc1ccccc1C)S2(=O)=O,-6%,-19%,0%[59 µM],-4%,3%,-6%,-11%

More results.
APEX1 inh,POLK inh,Molecule,Anesthetic bind,BAZ2B block,G9a block,Pol iota inh,Pol beta inh,BLM inh,Pol eta inh
-4%,0%,CCOC(=O)C1CCCN(C(=O)c2cn(C)c3ccc(S(=O)(=O)N(C)C)cc3c2=O)C1 (configuration not stated),-4%,-1%,-1%,1%,21%,3%,3%
22%,-11%,CCn1c(CS(=O)Cc2ccc(Cl)cc2Cl)nnc1SCc1c(Cl)cccc1Cl (configuration not stated),-16%,8%,16µM*,-25%,-19%,-5%,-1%
1%,-3%,Cc1nn(-c2ccccn2)c2c1C(=O)CC(C)(C)C2Br (configuration not stated),-3%,4%,/,-1%,10%,-14%,-21%
3%,8%,O=C(OCc1ccccc1)C1=NNC2C(=O)N(Cc3ccccc3)C(=O)C12 (configuration not stated),-10%,-7%,/,25%,8%,-2%,-12%
8%,-9%,O=C(O)COc1ccc(/C=N/NC(=O)/C(=C/C=C/c2ccccc2)NC(=O)c2ccccc2)cc1,-11%,-6%,/,?,9%,-7%,8%
0%,-7%[60.1 µM],CC(C)(C)NC(=O)Cn1nnc(-c2ccc(Cl)cc2)n1,-12%,19%,-11%[59 µM],13%,0%,-2%,-6%
-3%,-5%,O=C(CS(=O)(=O)Cc1ccccc1)NCC1CCCO1 (configuration not stated),5%,-1%,4%[12.7 µM],-1%,1%,-2%,-20%
3%,-6%,CNC(=O)NC(=O)C(C)OC(=O)c1c2c(nc3ccccc13)/C(=C/c1cccs1)CC2 (configuration not stated),48%[activator],1%,-8%[59 µM],?,?,-10%,-12%
10%,-5%,COC(CNC(=O)C(=O)Nc1cc2c3c(c1)CCN3C(=O)CC2)OC,1%,-2%,24%,?,8%,-1%,-17%
-2%,-12%,Cc1ccc(C(=O)OCC(=O)NCc2ccccc2)cc1S(=O)(=O)N1CCCCC1,/,9%,4%[59 µM],-3%,/,/,-17%
29%,1%&1%,CCOc1ccccc1CNC(=O)CCn1ccc2cc(S(=O)(=O)N3CCCCC3)ccc21,-13%&-1%,-17%&-11%,9%,3%&23%,4%&8%,-4%&1%,-21%&-19%
60%[activator],-8%,Cc1ccc(C)c(Nc2ccc3nonc3c2[N+](=O)[O-])c1,-11%,?,?,16%,0%,-2%,-3%
16%,1%,CC(=O)N1CCN(C(=O)CSc2ncnc3sc(C)c(C)c23)CC1,/,/,/,17%,/,/,-5%
-3%,4%,O=C(CSc1nnc(-c2cccnc2)n1-c1ccccc1)Nc1ccc2c(c1)OCO2,-5%,9%,21%[59 µM],-15%,?,-3%,-15%
8%,-3%,O=C(CNC(=O)c1ccc(Br)o1)NCC1COc2ccccc2O1 (configuration not stated),/,/,/,-6%,/,/,0%
-6%,3%,O=C1C=C(c2ccc(F)c(Cl)c2)C[C@@H](c2ccc(F)cc2)C1,/,11%,0%[0.501 µM],16%,/,/,-6%
58%[activator],-7%,O=C(NCCN1CCOCC1)c1cc([N+](=O)[O-])ccc1Cl,-3%,?,56µM*,102%[activator],-18%,-4%,-21%
2%,1%,O=C(O)CCCCCNS(=O)(=O)c1cccc2nsnc12,-13%,7%,27%[59 µM],15%,4%,-1%,-8%
-5%,-5%,O=C(N/N=C/c1c[nH]c2ccccc12)C1CC1(c1ccccc1)c1ccccc1 (configuration not stated),-16%,-8%,-3%,-19%,?,-10%,-17%
15%,-5%,Cc1cccn2c(=O)c(/C=C(\C#N)C(=O)NCc3ccco3)c(N3CCOCC3)nc12,1%,?,/,-11%,?,-1%,-24%
9%,1%,COc1ccc(CNn2cnnc2)c(O)c1,-3%,4%,-2%,25%,?,-2%,-11%
/,-16%[60.1 µM],CC1CCN(c2ccc(-c3cccc(NS(=O)(=O)c4ccc(F)cc4F)c3)nn2)CC1,45%[activator],-30%,-4%[59 µM],-1%,13%,-18%,-7%
3%,-6%,Cc1ccc(C(c2nnnn2C2CCCCC2)N(C)C2CCCCC2)cc1 (configuration not stated),-7%,4%,1.8µM*,22%,-2%,1%,-17%

Two entries from above, as tab-separated lines.
compound	APEX1 inh	POLK inh	Anesthetic bind	BAZ2B block	G9a block	Pol iota inh	Pol beta inh	BLM inh	Pol eta inh
O=C1C=C(c2ccc(F)c(Cl)c2)C[C@@H](c2ccc(F)cc2)C1	-6%	3%	/	11%	0%[0.501 µM]	16%	/	/	-6%
O=C(NCCN1CCOCC1)c1cc([N+](=O)[O-])ccc1Cl	58%[activator]	-7%	-3%	?	56µM*	102%[activator]	-18%	-4%	-21%
